High-throughput results deposited in PubChem BioAssay by Small Molecule Screening Facility, UW Madison.
SSB-PriA inh – blocks PriA binding to SSB C-terminal tail | 430,000 compounds, 0.6% hits | AlphaScreen SSBct-PriA binding, biotinylated peptide | inhibition, % at 33 µM; in the data active = inhibition mostly above about 37%, no sharp cut-off; inactive = mostly below about 20%;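 note: plate controls were negative control peptide for no effect and reference peptide for full effect; strong numbers were not always called active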
* hit, by the source's call; & = joins results of further samples. The list is partial; count on the stated rates, not on these rows.

#	molecule	SSB-PriA inh
1	CC1=CC(=O)C=C(C)C1=NC(=NS(=O)(=O)c1ccccc1)c1ccccc1	14
2	COc1ccc([C@H]2CCN(C(=O)c3cccc(OC)c3OC)C2)cc1	-7
3	Cc1nccn1-c1cc(N2CCNCC2)ncn1	3
4	Cc1noc(-c2sccc2NC(=O)c2cc(C)oc2C)n1	-9
5	CC1(C)CC(=O)c2c(nc(SCC(=O)Nc3cc(C(C)(C)C)cc(C(C)(C)C)c3)c(C#N)c2-c2ccccc2)C1	-8
6	Cc1ccc(NC(=O)C(=O)NCCCn2ccnc2)cc1F	2
7	O=C(NC1CCCC1)NC1CCN(c2nccs2)CC1	-24
8	Cn1cnc(S(=O)(=O)N(Cc2ccsc2)C2CC2)c1	1
9	O=C(NCCn1ncc2c(=O)n(Cc3ccccc3)cnc21)c1ccc(Cl)cc1Cl	-22
10	COc1ccc(F)cc1S(=O)(=O)N1CCC(Oc2cccc(C)n2)CC1	-22
11	COc1ccc(CC(=O)NC[C@H](OC)c2ccc(C)s2)cc1OC	-4
12	CCOC(=O)c1c(-c2ccc(C)cc2)csc1NC(=O)CSc1nc(C)nc2sc3c(c12)CCCC3	6
13	Cn1c(C2CCCN(S(C)(=O)=O)C2)nn(Cc2cccc3ccccc23)c1=O (configuration not stated)	5
14	O=S(=O)(c1ccc2c(c1)CCCC2)N1CCN(c2ccc(-c3ccc4c(c3)OCO4)nn2)CC1	-13
15	COc1ccccc1C=NNC1=NCCCCC1	-5
16	CCS(=O)(=O)N1CCS[C@H](c2ccccc2C)CC1	-8
17	Cn1ccc(C(=O)Nc2c(C(N)=O)oc3ccccc23)n1	-5
18	Cc1ccc(NC(=O)C(=O)NCC2CCN(Cc3ccco3)CC2)cc1	-8
19	O=C(NCCn1cnc(C2CCCC2)cc1=O)NCc1cccs1	-2
20	c1ccc(CC2NCCc3ccccc32)cc1 (configuration not stated)	5
21	CN1CCN(c2cc(OCCNS(=O)(=O)c3ccc(F)cc3)ncn2)CC1	-17
22	CSc1ncccc1C(=O)N1CCC[C@H](Cc2nc(-c3ccsc3)no2)C1	0
23	COC(=O)c1cncc(C(=O)OC)c1	-8
24	CCOC(=O)Cn1c(=NC(=O)c2cc3ccccc3oc2=O)sc2cc([N+](=O)[O-])ccc21	4
25	CC(C)(C)NC(=O)[C@H]1CC(=O)N(c2ccccc2)C1	0
26	O=C1CCc2cc(S(=O)(=O)Nc3ccccc3C(F)(F)F)cc3c2N1CC3	-5
27	Cc1nc(N2CCC(NC(=O)Cc3c(F)cccc3Cl)CC2)cc(C(F)(F)F)n1	-54
28	O=C1CC(n2c(O)c(C=C3C=Nc4ccccc43)sc2=S)C(=O)N1c1ccc(F)cc1 (configuration not stated)	-9
29	O=C(NCCc1csc(-n2cccn2)n1)c1ccc(Cn2ccnc2)cc1	-3
30	O=C(Cn1cncn1)N1CCSC(c2ccccc2Cl)CC1 (configuration not stated)	-10
31	O=C(CSc1n[nH]c(=O)[nH]c1=O)NN=Cc1ccccc1	-23
32	Cc1noc(N)c1C1=CCN(C)CC1	-5
33	COC(=O)c1ccc(C(=O)N[C@H]2CC(=O)N(C3CC3)C2)cc1	-9
34	COCCN1CCC(CNC(=O)C(=O)Nc2cccc(F)c2)CC1	-11
35	N#Cc1nccnc1N1CCC(CNC(=O)COc2ccccc2F)CC1	-17
36	O=S(=O)(c1ccc(Cl)s1)N1CCC(Oc2ncccc2Br)CC1	-23
37	CCOc1ccc(S(=O)(=O)Nc2cc(Sc3nc4ccccc4s3)c(O)c3ccccc23)cc1	-5
38	O=C(Nc1ccccc1Cc1nc(C2CC2)no1)c1ccccc1F	-11
39	COc1cccc(Nc2cc(C)nc3c4c(C)cc(C)nc4nn23)c1	1
40	O=S(=O)(c1cc(-c2nc3ccccc3s2)ccc1Cl)N1CCCCCC1	-4&-1
41	COc1ccccc1OCCn1c(Cc2cccs2)nc2ccccc21	-5&6
42	CN(C1CC1)S(=O)(=O)c1ccc(C(=O)Nc2nc(-c3ccc4c(c3)OCCO4)cs2)cc1	-6
43	Cc1ccc(-c2ccc(=O)n(Cc3ccccc3F)n2)c(C)c1	-19
44	CCOC(=O)C(CC)Sc1ccc(NC(=O)C2CC2)nn1 (configuration not stated)	3
45	N#C/C(=C\c1ccc(-c2ccccc2)o1)C(=O)N1CCCCCC1	-12
46	COc1ccccc1NS(=O)(=O)c1cccc(C(=O)NN=Cc2ccc(NC(C)=O)cc2)c1	-12
47	COc1ccc(/C=C/C(=O)NCC(=O)NN=C(C)c2ccco2)cc1	-4
48	O=C(/C=C/c1ccc(F)cc1)n1cnc2ccccc21	-6
49	COc1ccc(CNC(=O)C(C)OC(=O)CON=C(C)c2ccc3c(c2)OCO3)cc1 (configuration not stated)	4
50	COc1ccc(F)cc1S(=O)(=O)Nc1cccc(-c2ccc(=O)n(C)n2)c1	-10
51	Cc1ccc(F)cc1NC(=O)Cn1c(C)nc2c(sc3cccc(F)c32)c1=O	-7
52	COc1ccc(S(=O)(=O)N2CCN(CCNC(=O)c3cccc(Cl)c3)CC2)cc1	-15
53	COc1cc(C2CC(=O)Nc3sc4c(C)c(C#N)c(N)nc4c32)cc(OC)c1OC (configuration not stated)	-19
54	Cc1c(Cl)cccc1NC(=O)CSc1nnc2ccc(-c3cccnc3)nn12	-19
55	CSc1ccc(NC(=O)c2ccco2)cc1	-24
56	CCOP(=O)(OCC)c1nc(-c2ccc(Cl)cc2Cl)oc1NC	10
57	CCc1ccccc1Sc1nccn2c(=O)n(CC(=O)NCc3ccc(OC)cc3)nc12	-30
58	Cc1cc(C)cc(NC(=O)CSc2nc(CC(=O)NC3CC3)cc(=O)[nH]2)c1	-10&-1
59	O=C(CC(=O)NN=Cc1ccc(O)cc1)NN=Cc1ccc(O)cc1	-6
60	Cc1ccccc1C(=O)NC1CCN(C(=O)c2cc(-c3cccs3)[nH]n2)CC1	-5

A draw from above in order of molecular weight, lowest first:
#	molecule	SSB-PriA inh
60	Cc1ccccc1C(=O)NC1CCN(C(=O)c2cc(-c3cccs3)[nH]n2)CC1	-5
49	COc1ccc(CNC(=O)C(C)OC(=O)CON=C(C)c2ccc3c(c2)OCO3)cc1 (configuration not stated)	4
57	CCc1ccccc1Sc1nccn2c(=O)n(CC(=O)NCc3ccc(OC)cc3)nc12	-30

Following part:
#	molecule	SSB-PriA inh
61	COc1ccc(-c2cc(C(=O)NN=C(C)c3cccnc3)c3ccccc3n2)c(OC)c1	-5
62	COc1cccc(C(=O)NCc2cc(-c3ccc(Cl)cc3)on2)c1OC	-3
63	O=C(c1cc(-c2cccs2)on1)N1CCC[C@H](Cc2nc(-c3ccsc3)no2)C1	3
64	O=C(CNS(=O)(=O)c1ccccc1Cl)N1CCOC(c2ccccc2)C1 (configuration not stated)	-21
65	Cn1cc(CC(=O)N2CCN(c3ncccn3)CC2)c2ccccc21	-26
66	CCOc1ccc(NC(=O)Cc2csc(Nc3ccc(S(C)(=O)=O)cc3)n2)cc1	10
67	O=C(NCc1nnc(SCCN2CCOCC2)o1)c1ccccc1	2
68	O=C(Nc1ccc2sccc2c1)c1ccc(Br)cc1	-15
69	C[N+](C)(C)C(Cc1ccccc1)C(=O)O (configuration not stated)	-1
70	N#Cc1nccnc1OC1CCC(NC(=O)c2ccccc2F)CC1 (configuration not stated)	-19
71	COc1ccc(C(=O)NCC2(c3cccs3)CCCC2)c(OC)c1	-20
72	CCCCCNc1nc2ccccc2nc1NS(=O)(=O)c1ccc(OC)cc1	-13
73	Cc1ccc(C)c(Cn2cccc2C#N)c1	-39
74	COc1ccc(C=Nn2cc(-c3ccc(OC)cc3)nc2N)cc1	-2
75	COc1cccc(N2C(=O)CN(CC(C)C)C3CS(=O)(=O)CC32)c1 (configuration not stated)	27
76	O=C(NCc1cccs1)N1CCC(CSc2ccccn2)CC1	-14
77	CCCCNC(=O)NS(=O)(=O)c1ccc(NS(=O)(=O)c2ccc(C)cc2)cc1	-27
78	O=C(Cc1csc(SCc2ccc(F)cc2)n1)NCc1ccncc1	9
79	Cn1nc(CNC(=O)Nc2cccs2)c2ccccc2c1=O	-1
80	CC(=NNC(=O)c1ccc([N+](=O)[O-])cc1)C(=NO)C(=O)Nc1ccccc1	-3
81	COc1ccc2[nH]c(C(=O)NN=Cc3ccc(OC)c(O)c3)cc2c1	-8
82	O=C(NCCOc1ccc(F)cc1)c1cccc(Oc2ccccn2)c1	-6
83	COc1ccc(S(=O)(=O)N2CCCC2C(=O)Nc2nnc(C3CCCCC3)o2)cc1 (configuration not stated)	-8
84	O=C(NCCn1ccc(-c2ccncc2)n1)Nc1ccc(C(F)(F)F)cc1	-9
85	O=S(=O)(c1ccc2c(c1)OCCO2)N(CCc1cccs1)Cc1ccoc1	2
86	CCOc1cccc2sc(N(Cc3cccnc3)C(=O)CCc3ccccc3)nc12	-9
87	CC(Oc1cccc(Cl)c1)c1ccnc2nc(N=CN(C)C)nn12 (configuration not stated)	-10
88	O=C(Nc1nc(-c2cc(Cl)sc2Cl)cs1)c1ccc([N+](=O)[O-])o1	0
89	Cn1cc(OCc2ccccc2)c(=O)cc1C(=O)NCc1ccncc1	-9
90	CN1CCc2cc(C(CNC(=O)C(=O)NCC3CCCO3)N3CCOCC3)ccc21 (configuration not stated)	4
91	COC(=O)N1CCc2c(sc(NC(=O)c3ccc(C(C)(C)C)cc3)c2C(N)=O)C1	-12
92	O=C(Cc1ccc2c(c1)OCO2)N(Cc1ccccn1)c1nc2c(C(F)(F)F)cccc2s1	-19
93	Cc1ccc(CNC(=O)C(=O)NCc2ccsc2)cc1	-10
94	Cc1nnsc1C(=O)N1CCC(Cn2cccn2)CC1	3
95	COCC(=O)NCC[C@H](O)c1cccc2ccccc12	-12
96	CCS(=O)(=O)N1CCc2ccc(NC(=O)c3c(-c4ccccc4Cl)noc3C)cc2C1	-1
97	Cc1sc2c(c1C)c(=O)nc1n2C(CSc2nc3ccccc3s2)CS1 (configuration not stated)	7
98	Cn1cc(S(=O)(=O)N2CCCN(C(=O)c3c(F)cccc3Cl)CC2)cn1	-13
99	Cn1nc(-c2cccs2)cc1C(=O)N1CCN(c2cccc(Cl)c2Cl)CC1	-14
100	COC(=O)c1ccc(NC(=O)Cc2cc(-c3ccccc3F)on2)cc1	-5
101	C=CCNC(=O)c1c(NC(=O)c2snnc2CC)sc2c1CCCC2	-4
102	O=CN1CCc2ccccc21	15
103	Cc1nn(C)c(C(=O)NN=Cc2ccncc2)c1Cl	0
104	CCc1cccc(C)c1NC(=O)CCc1c(C)[nH]c(=O)n(C)c1=O	-5
105	CCc1ccc(-c2cc3c(=O)[nH]nc(SCC(=O)NCc4ccccc4Cl)n3n2)cc1	-15

Shown with each value named: four of the compounds above
(57) CCc1ccccc1Sc1nccn2c(=O)n(CC(=O)NCc3ccc(OC)cc3)nc12
  SSB-PriA inh: -30

(58) Cc1cc(C)cc(NC(=O)CSc2nc(CC(=O)NC3CC3)cc(=O)[nH]2)c1
  SSB-PriA inh: -10&-1

(59) O=C(CC(=O)NN=Cc1ccc(O)cc1)NN=Cc1ccc(O)cc1
  SSB-PriA inh: -6

(60) Cc1ccccc1C(=O)NC1CCN(C(=O)c2cc(-c3cccs3)[nH]n2)CC1
  SSB-PriA inh: -5

Following part
#	molecule	SSB-PriA inh
106	COc1cccc(-c2nnc(NC(=O)C3CCCN(S(=O)(=O)c4cccs4)C3)o2)c1 (configuration not stated)	32
107	O=C(CN1C(=O)c2ccccc2C1=O)Nc1nc(-c2ccncc2)cs1	-16
108	COc1cccc2cc(C(C)=NNc3nc(-c4cc(C)ccc4C)cs3)c(=O)oc12	-24
109	CN(C)S(=O)(=O)c1ccc(C(=O)Nc2nnc(SCc3ccc(Br)cc3)s2)cc1	-3
110	COc1cc(C(=O)NCCc2ccc(S(N)(=O)=O)cc2)on1	-18
111	CCNC(=O)Cn1c(CO)cnc1SCC(=O)Nc1ccccc1C(F)(F)F	4
112	Cc1csc2nc(CCNS(=O)(=O)c3ccccc3)cn12	0
113	Cc1ccc(NC(=O)C(=O)NCC[C@H](O)c2ccco2)cc1F	-12
114	CC(C)c1ccc(Nc2cc(=O)n(C3CCCCC3)c(=O)[nH]2)cc1	3
115	CSc1ccc(C=NNC(=O)COc2ccc(Cl)cc2Br)cc1	-2
116	CN(C)c1ccc(NC(N)=Nc2nc(C(F)(F)F)cc(C(F)(F)F)n2)cc1	5
117	Cc1ccc(C([O-])=C(C(=S)NCc2ccccc2)[n+]2ccccc2)cc1[N+](=O)[O-]	23
118	Cn1cc(OCc2ccc(F)cc2)c(=O)cc1C(=O)NC1CCCCCC1	-12
119	COc1ccc(S(=O)(=O)NCCCn2ccnc2)c2ccccc12	9
120	CCOC(=O)c1ccc2nc(NC(=O)CN3C(=O)CCC3=O)sc2c1	-5
121	COc1ccc(-c2cc3c(=O)n(CC(=O)NCc4ccco4)ccn3n2)cc1OC	-6
122	CN1CCN(c2cc(OCCNC(=O)Nc3ccc(OC(F)(F)F)cc3)ncn2)CC1	-7
123	N#Cc1ccc(OCC(=O)NN=CC2CC=CCC2)cc1 (configuration not stated)	-7
124	COc1ccc(OC)c(S(=O)(=O)Cl)c1	2
125	O=C(NCCn1ccnc1-c1ncccn1)Nc1cccs1	124*
126	Cc1cc(C)n(-c2ccc(CCC(=O)Nc3ccc(F)cc3)cc2)n1	-5
127	COC(CNC(=O)c1ccc2ncsc2c1)c1ccc(Cl)s1 (configuration not stated)	-25
128	CS(=O)(=O)c1ccc(N2CCN(c3ccccc3)CC2)c([N+](=O)[O-])c1	10
129	CCCc1cccc(C)c1O	-9
130	NC(=NOC(=O)c1cc(Br)ccc1Cl)c1cccnc1	-23
131	COc1ccc(C(=O)Nc2cccc(-c3cn4nc(OC)ccc4n3)c2)c(OC)c1	-4
132	COCC(=O)N1CCCc2ccc(NS(=O)(=O)c3cc(OC)ccc3OC)cc21	2
133	COc1cc2c(cc1OC)CN(C(=O)CSc1nc3scc(-c4ccco4)c3c(=O)n1-c1ccccc1)CC2	-9&-4
134	Cc1cc(C)nc(-n2nc(C(C)(C)C)cc2OCC(=O)N2CCN(c3ccccc3)CC2)n1	-6
